HPDE-C7K KRASV12: cytotoxicity in KRAS-transformed pancreatic duct cells, primary screen, cell-based, fluorescence, HTS (AID 431); HPDE-C7K KRASV12 cells, Alamar Blue viability, 48 h; higher % means a stronger effect; cytotoxicity, % at 10 µM; hits with a dose series show EC50 in µM; hit rate 1.7% among 63,000;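 active means compounds whose percent cytotoxicity in the single-dose primary screen, scaled between solvent and toxic-drug controls, exceeds 50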;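 further: 0% = DMSO solvent wells and 100% = doxorubicin-treated wells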
HPDE-C7 cytotoxicity: cytotoxicity in HPDE-C7 cells, cell-based, fluorescence, HTS (AID 430). HPDE-C7 pancreatic duct cells viability, fluorescence; higher % means a stronger effect. cytotoxicity, % at 10 µM, or EC50 in µM where a hit was titrated. hit rate 1.8% among 63,000;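 further: cells exposed to compound for 48 hours before viability readout; 0% = vehicle and 100% = reference cytotoxic drug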
Spn MK inh: inhibitors of Streptococcus pneumoniae mevalonate kinase; hit rate 0.48% among 65,000; purified MK, PK/LDH-coupled NADH absorbance 340 nm; inhibition, % at 10 µM;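 active means ranked among the strongest by inhibition in the single 10 µM screen, a fixed top-ranked set picked for dose follow-up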; further: no value below 0 was filed
HT1080 viability: HT1080 cell viability loss – fluorescence readout (AID 620). HT1080 viability, fluorescence; higher % means a stronger effect. cytotoxicity, % at 10 µM; hits with a dose series show EC50 in µM. hit rate 0.42% among 87,000;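 further: cells exposed to compound overnight then 4 h with Alamar Blue; 0% = vehicle DMSO and 100% = killing control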
LYP inhibition: LYP phosphatase inhibitors, primary screen, biochemical, DiFMUP fluorescence, recombinant catalytic domain, 10 µM (AID 606); recombinant LYP catalytic domain, DiFMUP fluorescence; higher % means a stronger effect; inhibition, % at 10 µM; hits with a dose series show IC50 in µM; 52,000 tested, under 10 active;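 active means IC50 under 40 µM in the dose-response test; inactive means IC50 of 40 µM or more, or never dose-tested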
DPM-DC inhibit: inhibitors of Streptococcus pneumoniae diphosphomevalonate decarboxylase; calls only at 10 µM; purified DPM-DC, PK/LDH coupled NADH fluorescence; hit rate 0.49% among 65,000;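 active means the 320 compounds with the highest percent inhibition in the single-dose primary screen, excluding strongly autofluorescent ones, cut at about 32% in these data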;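 further: kinetic rate of NADH fluorescence loss reporting ADP formed by the decarboxylase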
TNAP inhibition: inhibition of tissue-nonspecific alkaline phosphatase – biochemical, luminescent (AID 518) | inhibition, % at 20 µM, or IC50 in µM where a hit was titrated | purified TNAP enzyme, luminescent substrate readout; higher % means a stronger effect | hit rate 0.09% among 64,000; in the data active means a potency from the dose series; inactive means the rest, 99 in 100 with inhibition below about 22%;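 further: plate controls were vehicle for no effect and reference inhibitor for full effect; many of its hits are not listed in these tables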
Spn PMK inh: inhibitors of Streptococcus pneumoniae phosphomevalonate kinase. purified PMK, PK/LDH-coupled NADH absorbance 340 nm. inhibition, % at 10 µM. hit rate 0.49% among 65,000. AID 539;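 active means top-ranked compounds by inhibition in the single 10 µM screen, taking a fixed number of the strongest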;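 further: 0% = full reaction with DMSO carrier and 100% = background rate without enzyme reaction; no value below 0 was filed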
Bfl-1 displacement: displacement of Bid BH3 peptide from Bfl-1 – biochemical, fluorescence polarization, FITC-Bid, mouse, primary screen (AID 432). hit rate 0.02% among 64,000. one-dose displacement, % at 20 µM; IC50 in µM for titrated hits. FITC-Bid BH3 peptide fluorescence polarization displacement; higher % means a stronger effect; in the data active means a potency from the dose series; inactive means the rest, 99 in 100 with displacement below about 15%; further: strong numbers were not always called active
Spn PMK inh pilot replicates: also measured in Spn PMK inh; calls as there; inhibition, %; measured here: pilot screen replicates
Spn MK inh pilot replicates: second read-out of Spn MK inh, no call of its own (marks repeat the call); inhibition, %; measured here: pilot screen replicates
DPM-DC inhibit pilot screen %: recorded beside DPM-DC inhibit, whose call it bears; inhibition, %; measured here: pilot screen trials
* marks the source's active call; other numbers are inactive results; i = inactive; · = no result given. Unless noted, no stated cut-off is given here; in the data, active means cytotoxicity above about 50%; inactive means the rest.

SMILES | HPDE-C7K KRASV12 | HPDE-C7 cytotoxicity | Spn MK inh | HT1080 viability | LYP inhibition | DPM-DC inhibit | TNAP inhibition | Spn PMK inh | Bfl-1 displacement | others
O=C(CN1CCN(c2nc(-c3ccccc3)cs2)CC1)Nc1ccc2c(c1)OCO2 | 3% | -10% | 0 | 0% | -2% | i | 7% | 9 | 4% | Spn PMK inh pilot replicates=0.0;Spn MK inh pilot replicates=0.5;DPM-DC inhibit pilot screen %=0.0
CCOc1cc(S(=O)(=O)NCc2ccco2)c(OCC)cc1-n1cnnn1 | 7% | 4% | 7 | -2% | 1% | · | 5% | 13 | 1%
CS(=O)(=O)N(CC(=O)N1CCN(c2ccccc2F)CC1)c1cccc(C(F)(F)F)c1 | 11% | 0% | 0 | -7% | -3% | i | 11% | 0 | -2%
COc1ccc(-c2ccc(-c3nnc(Cc4ccc(OC)c(OC)c4)o3)cc2)cc1 | 10% | -4% | 4 | 2% | -13% | i | 1% | 6 | 7%
CS(=O)(=O)N1CCC(C(=O)Nc2cc(C(F)(F)F)ccc2Cl)CC1 | -19% | -8% | 6 | 7% | 3% | i | -1% | 3 | 4%
Cc1ccc2c(c1)N(CCC(=O)NCCCOC(C)C)C(=O)C(C)O2 (stereo not drawn) | -5% | -5% | 10 | 0% | 2% | i | 5% | 8 | -6%
COc1ccc(OC)c(N=C2C(=O)Nc3ccccc32)c1 | -22% | -20% | 10 | -47% | · | i | -4% | 2 | -5%
COc1nc(OC/C(N)=N/O)nc(N2CCOCC2)n1 | -2% | 1% | 10 | 0% | · | i | 12% | 18 | -4%
CN(Cc1ccc(OC(F)F)cc1)C(=O)c1ccc2nccnc2c1 | -4% | 4% | 4 | 5% | · | i | 5% | 12 | -4%
CN1c2ccccc2-c2nc3ccccc3n2C1c1ccncc1 (stereo not drawn) | 1% | 6% | 5 | 15% | 6% | i | 2% | 10 | -6%

Part of the list above in order of formula weight, lowest first.
SMILES | HPDE-C7K KRASV12 | HPDE-C7 cytotoxicity | Spn MK inh | HT1080 viability | LYP inhibition | DPM-DC inhibit | TNAP inhibition | Spn PMK inh | Bfl-1 displacement | others
CN1c2ccccc2-c2nc3ccccc3n2C1c1ccncc1 (stereo not drawn) | 1% | 6% | 5 | 15% | 6% | i | 2% | 10 | -6%
CN(Cc1ccc(OC(F)F)cc1)C(=O)c1ccc2nccnc2c1 | -4% | 4% | 4 | 5% | · | i | 5% | 12 | -4%
CS(=O)(=O)N1CCC(C(=O)Nc2cc(C(F)(F)F)ccc2Cl)CC1 | -19% | -8% | 6 | 7% | 3% | i | -1% | 3 | 4%

Following part
SMILES | HPDE-C7K KRASV12 | HPDE-C7 cytotoxicity | Spn MK inh | HT1080 viability | LYP inhibition | DPM-DC inhibit | TNAP inhibition | Spn PMK inh | Bfl-1 displacement | others
COc1ccc(OCC(=O)Nc2cc(-c3nn4c(C)nnc4s3)ccc2C)cc1 | -6% | -9% | 2 | 21% | 0% | i | 1% | 0 | 13%
COc1ccc2c(c1)c(CC(=O)O)c(C)n2C(=O)c1ccc(Cl)cc1 | 5% | 1% | 7 | 0% | 9% | i | 10% | 5 | 2% | Spn PMK inh pilot replicates=1.0;Spn MK inh pilot replicates=4.0;DPM-DC inhibit pilot screen %=1.5
Oc1cc(Cc2ccccc2)cnc1CN1CCOCC1 | -1% | -8% | 4 | 25% | 3% | i | 9% | 0 | -7%
CCOCCCNC(=O)CN(Cc1ccc(Cl)cc1)S(C)(=O)=O | -9% | -3% | 9 | -7% | 17% | i | 8% | 6 | -4%
Cc1cc2c(cc(C(=O)NCc3cccnc3)n2Cc2ccc(Cl)cc2)o1 | -13% | -16% | 6 | -7% | 1% | i | 1% | 12 | 10% | Spn PMK inh pilot replicates=0.0;Spn MK inh pilot replicates=1.0;DPM-DC inhibit pilot screen %=1.5
CC(C)c1nc2sc3c(SCC(=O)NCc4ccco4)ncnc3c2c2c1CCC2 | 7% | 6% | 11 | 1% | -2% | i | 8% | 0 | 3%
Cc1nc2cc(NC(=O)NCc3ccc4c(c3)OCO4)ccc2o1 | 6% | 2% | 10 | 3% | -6% | i | 2% | 9 | 0%
COc1cccc(CNc2nc3nc(C)c(Cl)c(C)n3n2)c1 | 9% | -1% | 3 | -1% | -10% | · | 9% | 9 | -1% | Spn PMK inh pilot replicates=0.0;Spn MK inh pilot replicates=0.0
CC1CN(C(=O)CN2C(=O)c3ccccc3C2=O)CC(C)O1 (stereo not drawn) | -7% | -4% | 11 | 20% | 11% | i | 11% | 6 | -3%
O=C(O)c1cccc(N2CCCC2=O)c1 | -2% | -3% | 0 | -4% | · | i | 0% | 20 | -1%
CC(C)C(=O)N1CCN(CCN=CC2=C(O)CC(c3ccco3)CC2=O)CC1 (stereo not drawn) | · | · | 6 | -12% | · | i | 12% | 12 | -8%
O=C(NCc1cccnc1)c1cnc2n(c1=O)CCS2 | · | · | 0 | 6% | -4% | i | · | 1 | ·
Cc1cc(=O)[nH]c(SCC(=O)C23CC4CC(CC(C4)C2)C3)c1C#N | · | · | 11 | 7% | -4% | i | 6% | 7 | -2%
CCc1ccc(NS(=O)(=O)c2cccs2)cc1 | -12% | -6% | 6 | 5% | 8% | i | 8% | 3 | 5% | Spn PMK inh pilot replicates=0.0;Spn MK inh pilot replicates=0.5;DPM-DC inhibit pilot screen %=0.0
Oc1ccc(-c2onc(C(F)(F)F)c2-c2cscn2)c(O)c1 | -3% | 11% | 0 | -6% | 11% | i | 8% | 17 | 1% | Spn PMK inh pilot replicates=2.0;Spn MK inh pilot replicates=0.5;DPM-DC inhibit pilot screen %=0.0
Cc1ccc(-n2c(=O)c(C#N)cc3c(=O)n4ccccc4nc32)cc1 | 70%* | 1% | 0 | -3% | 7% | · | -1% | 15 | 4% | Spn PMK inh pilot replicates=0.0;Spn MK inh pilot replicates=0.0
COc1cccc(-c2csc(N3CCN(C(=O)Nc4ccccc4OC)CC3)n2)c1 | 20% | 13% | 6 | -3% | -1% | i | 8% | 8 | 0%
CC(=O)n1nc(-c2ccccc2)nc1NCc1ccc(F)cc1 | 7% | 5% | 8 | -1% | 0% | i | 21% | 5 | -7%
COc1ccc(OCC(=O)OCC(=O)Nc2ccc(S(=O)(=O)N3CCCCC3)cc2)cc1 | -2% | 6% | 0 | -1% | -7% | i | 7% | 16 | -3%
CCCCNC(=O)C1C2C=CC3(CN(Cc4ccc(C)cc4)C(=O)C13)O2 (stereo not drawn) | -16% | -22% | 11 | -9% | -1% | i | 5% | 0 | 5%
c1ccc(-c2noc(CSc3nnc(Cc4cccs4)n3-c3ccccc3)n2)cc1 | 9% | 0% | 6 | -7% | -1% | i | -1% | 1 | -3%
CCCCNC(=O)CCn1nc(-c2ccccc2)ccc1=O | -5% | 4% | 0 | 4% | · | i | 3% | 12 | -12%
CCCCC(CC)C(=O)NCCc1ccc(S(N)(=O)=O)cc1 (stereo not drawn) | · | · | 16 | -3% | -5% | i | 5% | 15 | -1%
CCOC(=O)c1ccc(COC(=O)c2cc(=O)[nH]c3ccccc23)o1 | -11% | -1% | 16 | 7% | 5% | i | 2% | 14 | 0%
CCN(CC)S(=O)(=O)c1ccc(-c2nnco2)cc1 | -3% | -15% | 0 | 1% | 15% | i | 9% | 19 | -5%
C=CCn1c(COc2ccccc2)nnc1SCC(=O)NCC(=O)OCC | -8% | -16% | 9 | 25% | 18% | i | 12% | 1 | -10%
Cc1nnc(SCC(=O)NCCc2ccccc2)[nH]c1=O | 2% | 13% | 6 | -6% | 8% | i | 8% | 4 | 2%
O=c1cc(-c2ccccc2)[nH]c2nc3ccccc3n12 | 31% | 34% | 11 | 16% | 5% | · | 31% | 0 | 1% | Spn PMK inh pilot replicates=1.5;Spn MK inh pilot replicates=4.0
CN(C)S(=O)(=O)c1cccc(C(=O)Nc2cc(Cl)ccc2O)c1 | 4% | 6% | 5 | 10% | 1% | i | 9% | 6 | 8%
C=CCOC(=O)C1=C(C)Nc2nc3ccccc3n2C1c1ccncc1 (stereo not drawn) | -2% | -10% | 10 | 4% | 2% | i | 12% | 6 | -1%
Cc1cc(NC(=O)Nc2ccccc2)n(-c2ccccc2)n1 | -2% | -8% | 0 | -9% | 0% | i | 1% | 3 | -5%
Cc1cc(C)n(S(=O)(=O)c2ccc3ccccc3c2)n1 | 36% | 28% | 8 | 8% | · | i | 6% | 21 | 0%
CCOC(=O)c1cnc2nc(Cc3ccccc3)[nH]n2c1=O | 3% | 2% | 7 | 4% | 11% | i | 4% | 6 | -3%
O=S1(=O)C=C(Sc2nnc(-c3ccccc3)o2)c2ccccc21 | 26% | 48% | 6 | -4% | -9% | i | 13% | 2 | 11% | Spn PMK inh pilot replicates=4.5;Spn MK inh pilot replicates=2.5;DPM-DC inhibit pilot screen %=4.5
CCOC(=O)c1c(C)c(C(=O)NCc2ccccc2OC)c(C)n1C | 3% | 1% | 0 | 3% | -2% | i | 5% | 13 | 10%
CN(Cc1ccccc1)C(=O)CCS(=O)(=O)c1ccc2c(c1)n(C)c(=O)c(=O)n2C | -1% | -7% | 4 | 5% | 5% | i | 0% | 3 | -2%
CCOC(=O)CCC(NC(=O)c1cncc(O)c1)C(=O)OCC (stereo not drawn) | -19% | -17% | 5 | -8% | · | i | 10% | 0 | -1%
CC1=C(C(=O)Nc2ccccc2C)C(c2ccc(C)o2)C2=C(CCCC2=O)N1 (stereo not drawn) | 8% | -8% | 0 | -9% | · | i | 9% | 18 | -3%
COc1ccc(-c2nnc3n2N=C(C)CS3)cc1OC | 6% | -2% | 13 | -2% | · | i | 12% | 13 | -1%
COc1ccc(CCNC(=O)CN2CCC(n3nnc4cc(F)ccc43)CC2)cc1OC | 4% | 4% | 3 | 2% | 4% | i | 16% | 11 | 3%
Fc1ccccc1CSc1nnc(Cn2cnc3ccccc32)n1-c1ccccc1 | 9% | 3% | 4 | -1% | 16% | i | 7% | 7 | 0%
O=C(CCc1n[nH]c(=O)[nH]c1=O)N1CCOCC1 | 9% | 13% | 7 | -4% | 0% | i | 2% | 3 | -5%
COc1cccc(C(=O)Nc2c3c(nn2-c2cccc(C)c2C)CS(=O)C3)c1OC (stereo not drawn) | 3% | -12% | 0 | 5% | 8% | i | 8% | 24 | -9%
COc1ccc(Cl)cc1N(CC(=O)Nc1ccccc1SC)S(C)(=O)=O | 2% | -4% | 5 | -2% | 9% | i | -14% | 6 | 2%
CC(C)c1ccc(-c2nc(N3CCCC3)nc3n[nH]c(N)c23)cc1 | -7% | 0% | 9 | -4% | 1% | i | 7% | 0 | -2%
O=C(CSCC(=O)N1CCCCC1)Nc1nc(-c2cccs2)cs1 | 11% | -3% | 2 | -12% | -9% | i | 6% | 10 | 4%
Cc1ccn2cc(C(=O)Nc3ccccc3N3CCOCC3)nc2c1 | -18% | -7% | 3 | 1% | · | i | -4% | 9 | -8%
COc1cccc(-c2nn3c(-c4ccccn4)nnc3s2)c1 | -7% | 0% | 0 | 4% | 4% | i | 7% | 5 | 9%
CCSCCC(NC1=CC(=O)CC(C)(C)C1)C(=O)O (stereo not drawn) | 14% | 1% | 0 | 2% | 7% | i | 8% | 14 | -3% | Spn PMK inh pilot replicates=1.5;Spn MK inh pilot replicates=6.0;DPM-DC inhibit pilot screen %=6.0

Assay outcomes: PubChem, several laboratories
